TIM10 inh: growth inhibitors of TIM10 yeast strain; hit rate 1.4% among 330,000; AID 463195; S. cerevisiae TIM10 strain growth, BacTiter-Glo luminescence, 24 h; inhibition, % at 10 µM;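 active means inhibition of 40% or more at the single tested concentration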;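 further: wild-type TIM10 isogenic control strain grown at permissive 25 °C; 0% = DMSO yeast wells and 100% = minimal medium wells without yeast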
MIN6 prolif: induces beta-cell replication in MIN6 cells. MIN6 cells proliferation, ATPlite luminescence, 48 h; cells starved in 0.2% serum; 100% = growth in 10% serum. proliferation, % at 10 µM. hit rate 0.29% among 330,000. AID 2380;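 active means compounds whose signal lies at least 3.5 SD above the mean of all wells on their plate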;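 further: 0% = DMSO-treated cells in low-serum medium and 100% = 10% serum control; some compounds called inactive have numbers as strong as hits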
A3A deaminase: inhibitors of human APOBEC3A DNA deaminase; P31941; recombinant A3A, FAM/TAMRA ssDNA deamination fluorescence; inhibition, % at 20 µM; hit rate 0.41% among 330,000; AID 493011;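 active means at least 40% inhibition at 20 µM here, with at most 30% in a related deaminase screen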;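 further: plate controls were A3A with DMSO for no effect and wells lacking A3A enzyme for full effect; some results filed as inactive read as strong as hits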
Target sequence (P31941 whole entry, looked up): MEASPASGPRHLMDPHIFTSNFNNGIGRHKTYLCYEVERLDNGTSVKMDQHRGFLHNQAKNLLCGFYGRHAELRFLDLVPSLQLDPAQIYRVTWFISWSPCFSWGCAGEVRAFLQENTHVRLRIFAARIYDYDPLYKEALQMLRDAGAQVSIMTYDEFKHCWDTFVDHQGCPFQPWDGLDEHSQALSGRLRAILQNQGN
mIAP inh: mouse IAP inhibition. purified mouse IAP, CDP-Star luminescence, 30 min. inhibition, % at 10 µM. hit rate 0.2% among 330,000. AID 2806;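 active means inhibition of at least 40% at 10 µM in the primary screen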;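 further: plate controls were DMSO with enzyme for no effect and no enzyme wells for full effect; values of inactives mirror those of a sister screen read the other way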
APOBEC3G inh: blocks human APOBEC3G single-stranded DNA deamination; hit rate 0.28% among 330,000; inhibition, % at 20 µM; recombinant A3G, ssDNA deamination FAM/TAMRA fluorescence; Q9HC16;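 active means inhibition of at least 40% at 20 µM, with no more than 30% in the related APOBEC3A deaminase screen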;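 further: plate controls were DMSO wells with A3G for no effect and wells lacking A3G enzyme for full effect; some compounds called inactive have numbers as strong as hits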
Target sequence (Q9HC16 whole entry, looked up): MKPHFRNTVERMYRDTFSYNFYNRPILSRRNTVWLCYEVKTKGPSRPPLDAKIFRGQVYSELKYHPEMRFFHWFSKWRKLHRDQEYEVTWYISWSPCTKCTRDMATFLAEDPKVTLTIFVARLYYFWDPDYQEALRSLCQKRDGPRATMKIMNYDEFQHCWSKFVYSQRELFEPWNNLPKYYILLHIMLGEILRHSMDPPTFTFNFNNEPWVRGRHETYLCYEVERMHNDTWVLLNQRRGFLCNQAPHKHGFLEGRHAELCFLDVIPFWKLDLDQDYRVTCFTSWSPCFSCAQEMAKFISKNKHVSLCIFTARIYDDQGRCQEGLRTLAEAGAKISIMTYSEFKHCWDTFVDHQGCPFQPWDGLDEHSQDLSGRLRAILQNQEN
NALP3 yeast inh: blocks the NALP3 inflammasome reconstituted in yeast; Yeast reconstituted NLRP3/ASC/caspase-1, beta-gal luminescence, 24 h; inhibition, % at 10 µM; hit rate 0.39% among 330,000; AID 2825;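 active means inhibition of 50% or more; inactive means inhibition below 50%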;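 further: plate controls were induced DMSO wells for no effect and uninduced yeast grown without galactose for full effect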
tim10-1 inh: tim10-1 yeast growth inhibition; S. cerevisiae tim10-1 ts strain growth, BacTiter-Glo, 24 h; inhibition, % at 20 µM; hit rate 2.2% among 330,000;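 active means inhibition of at least 40%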;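 further: mutant grown at 25 °C; 0% = DMSO wells with yeast and 100% = wells holding no yeast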
mIAP activ: mouse IAP activation; hit rate 0.24% among 330,000; AID 2805; muIAP, CDP-Star luminescence, 30 min; active compounds read high; 1 = vehicle-only enzyme signal, 0 = enzyme-free wells; activation factor at 10 µM;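 active means activation factor of at least 2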; further: the source names both 10 and 20 µM as test concentration; values of inactives mirror those of a sister screen read the other way
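Assay system: mouse IAP enzyme; reagent: chemiluminescent substrate CDP-Star; dosing: test compounds delivered from DMSO solution; schedule: 30 min at room temperature; measured by: luminescence from enzymatic CDP-Star hydrolysis; controls: DMSO-only wells and no-enzyme negative control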
hIAP block: human IAP inhibition; inhibition, % at 10 µM; purified IAP, CDP-Star luminescence, 30 min; hit rate 0.12% among 330,000; AID 2544;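 active means inhibition reaching a set limit with compound at 10 µM in the primary screen, cut at about 35% in these data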;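 further: plate controls were DMSO wells with enzyme for no effect and no-enzyme buffer wells for full effect; values of inactives mirror those of a sister screen read the other way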
Target sequence (P09923 whole entry, looked up): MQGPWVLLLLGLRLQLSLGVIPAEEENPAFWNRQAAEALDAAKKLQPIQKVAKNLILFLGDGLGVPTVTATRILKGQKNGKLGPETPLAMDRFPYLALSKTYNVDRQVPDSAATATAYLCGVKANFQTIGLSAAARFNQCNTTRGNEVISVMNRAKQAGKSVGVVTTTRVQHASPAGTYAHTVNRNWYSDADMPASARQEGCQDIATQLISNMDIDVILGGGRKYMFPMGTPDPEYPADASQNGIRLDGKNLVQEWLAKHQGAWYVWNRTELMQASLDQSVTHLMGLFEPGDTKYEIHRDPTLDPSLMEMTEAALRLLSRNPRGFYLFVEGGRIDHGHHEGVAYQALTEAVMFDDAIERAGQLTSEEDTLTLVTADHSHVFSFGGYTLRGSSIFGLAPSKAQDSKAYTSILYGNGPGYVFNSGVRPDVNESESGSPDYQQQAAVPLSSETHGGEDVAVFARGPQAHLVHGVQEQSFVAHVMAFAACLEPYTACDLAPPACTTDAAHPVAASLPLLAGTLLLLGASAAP
Numbers without * were called inactive. Compounds as they come; any-hit rate near 4.6%.

SMILES	TIM10 inh	MIN6 prolif	A3A deaminase	mIAP inh	APOBEC3G inh	NALP3 yeast inh	tim10-1 inh	mIAP activ	hIAP block
COc1cccc(C(=O)CN2C(=O)C(C)(C)Oc3ccc(C(=O)N4CCOCC4)cc32)c1	0	-4	-2	9	-8	12	16	0.91	-3
Cn1nc(CSc2ccccc2)c(C=O)c1Cl	11	2	-1	3	-3	27	15	0.97	4
Cc1cc(NC(=S)NC(=O)CC(C)C)ccc1Br	-4	-5	0	0	-4	10	28	1	12
O=S(=O)(c1ccc(Cl)cc1)N1CCCN(c2nc3ccc(Cl)cc3s2)CC1	-7	-1	-2	-2	-4	34	-3	1	-15
CCCCCCCCC(=O)N/N=C(\C)c1ccc(O)cc1O	9	-3	-3	12	-7	9	-22	0.88	-17
COc1ccc(N(CC(=O)Nc2ccc(S(=O)(=O)N3CCCCC3)cc2)S(C)(=O)=O)cc1OC	8	1	-5	-10	-6	-15	21	1.1	-18
O=C(Cc1ccccc1)NCC(=O)N1CCC2(CC1)NCCc1[nH]cnc12	4	2	-5	-3	-2	-14	14	1	6
CC1CCN(C(=O)COC(=O)Cn2cnc3c2c(=O)n(C)c(=O)n3C)CC1	-5	-2	-1	4	-2	14	4	0.96	-12
COCCCNC(=O)c1cc2cc3cc(OC)ccc3nc2o1	5	-1	2	6	-4	5	-11	0.94	-4
C=CCn1c(Cc2ccc(OC(C)C)c(Cl)c2)nnc1SCC(N)=O	11	0	0	-12	-6	18	10	1.1	22
COc1ccc(C2CC(C(F)(F)F)n3nc(C(=O)Nc4c(C)n(C)n(-c5ccccc5)c4=O)c(Cl)c3N2)cc1 (stereo not drawn)	8	-1	2	13	-1	18	-3	0.87	11
O=C(CN1CCCCC1)Nc1ccc(N2CCCCCC2)cc1	0	-3	-6	-8	-10	18	-6	1.1	-3
CCCN(CCC)CC(O)CN(c1ccccc1)S(=O)(=O)c1ccc(C)cc1 (stereo not drawn)	0	-3	5	-5	7	10	4	1.1	2
C=C(C(=O)Nc1ccccc1)c1ccc(C)cc1	0	-4	17	-1	7	38	-18	1	-2
O=S(=O)(c1ccccc1)N1CCC(Oc2ccc(-n3cnnn3)cc2)CC1	-19	-3	-3	6	-2	-4	-1	0.94	11
O=C(Cc1cccc(C(F)(F)F)c1)Nc1ccccc1N1CCCC1	4	-1	-6	5	-6	12	19	0.95	-3
COc1ccc(C(=O)Nc2ccc(-c3n[nH]c(=S)o3)cc2)cc1	-12	-4	-5	-4	-8	11	12	1	-16
Cc1ccccc1OCCCC(=O)NCc1ccco1	-12	-3	2	2	-1	4	7	0.98	7
Cc1ccc(S(=O)(=O)Nc2nnc(C(C)(C)C)s2)cc1	4	2	-1	2	32	8	8	0.98	-25
O=C(CCN1C(=O)C2C3C=CC(C3)C2C1=O)NCCc1ccccc1Cl (stereo not drawn)	-5	0	2	5	1	12	21	0.95	10
CCC(C)N(C(=O)CSc1nnc(-c2ccco2)n1C)C1CCS(=O)(=O)C1 (stereo not drawn)	8	-1	4	-6	-4	-3	9	1.1	0
Cn1c(=O)c2c(nc(Cl)n2CC(=O)N2CCCCC2)n(C)c1=O	-2	-3	5	-13	-4	9	8	1.1	-4
O=C(CCCN1C(=O)/C(=C\c2cccs2)SC1=S)NNC(=O)c1ccncc1	6	1	4	6	-6	2	-7	0.94	-15
COC(=O)c1ccccc1S(=O)(=O)N1CCCC(c2nc3c(nnn3Cc3ccc(C)cc3)c(=O)[nH]2)C1 (stereo not drawn)	16	-2	-6	8	-15	22	13	0.92	14
CC1CCN(c2c([N+](=O)[O-])nn(-c3ccc4c(c3)OCCO4)[n+]2[O-])CC1	22	-1	1	-2	-1	23	44*	1	-26

The final two entries of the part above open the next one.
SMILES	TIM10 inh	MIN6 prolif	A3A deaminase	mIAP inh	APOBEC3G inh	NALP3 yeast inh	tim10-1 inh	mIAP activ	hIAP block
COC(=O)c1ccccc1S(=O)(=O)N1CCCC(c2nc3c(nnn3Cc3ccc(C)cc3)c(=O)[nH]2)C1 (stereo not drawn)	16	-2	-6	8	-15	22	13	0.92	14
CC1CCN(c2c([N+](=O)[O-])nn(-c3ccc4c(c3)OCCO4)[n+]2[O-])CC1	22	-1	1	-2	-1	23	44*	1	-26
CCC1Nc2ncnc(N3CCOCC3)c2N(Cc2ccc(Cl)cc2)C1=O (stereo not drawn)	8	-2	-3	12	-4	12	13	0.88	4
COc1cccc(C(=O)N(C)Cc2c(C)nn(C3CCS(=O)(=O)C3)c2C)c1 (stereo not drawn)	-8	-3	1	-5	-2	7	-17	1	5
O=S(=O)(c1ccc(Cl)cc1)N1CCn2c1nc1ccccc12	5	-2	0	-2	-6	1	16	1	-14
O=C(NCc1n[nH]c(=S)n1-c1ccc(Cl)c(Cl)c1)c1ccc(S(=O)(=O)N2CCCCC2)cc1	5	-2	3	8	-2	25	9	0.92	10
CCCCCCN1Cc2ccccc2C1	-3	-1	-2	2	-3	9	-4	0.98	17
COc1cc(C(C)=O)ccc1Oc1ccc(S(=O)(=O)N2CCOCC2)cn1	5	-2	6	-4	4	10	6	1	-16
CCc1cc2c(=O)c(-n3cnc4ccccc43)coc2cc1O	5	-3	-1	0	-5	8	-2	1	1
COC(=O)c1ncccc1SC	9	4	-7	10	-10	-1	3	0.9	-4
Cc1nc(N2CCN(S(=O)(=O)c3ccc(Br)cc3)CC2)c2c(C)c(C)sc2n1	31	-5	-1	4	-12	0	18	0.96	11
CCCN(CCC)C(=O)Cn1c(=O)n(CCCC(=O)NCc2ccco2)c(=O)c2sccc21	-6	-2	1	4	-6	4	-5	0.96	-4
Cn1cccc1/C=N/NC(=O)CSc1nc2ccccc2n1C	-10	0	-4	-11	-5	-15	10	1.1	-6
O=C(CN1CCOC1=O)N1CCCC(N2CCN(c3cccc(C(F)(F)F)c3)CC2)C1 (stereo not drawn)	1	-2	-3	1	-4	9	-7	0.99	0
CCOC(CNC(=O)c1ccc2c(c1)ncn2-c1ccc(F)c(F)c1)OCC	7	-1	3	0	-10	-1	0	1	-10
Cc1cc(OCC(=O)NCCO)ccc1Cl	2	-1	0	2	1	-2	10	0.98	-3
Cc1ccc2c(c1)C(c1ccc(N3CCOCC3)cc1)=NNC(c1cccs1)=N2	14	-4	0	9	0	4	5	0.91	17
COc1ccc(NC(=O)N2CCN(c3ccc([N+](=O)[O-])cc3)CC2)cc1	-11	1	-4	5	-9	5	4	0.95	0
Cc1cccc(S(=O)(=O)Nc2nc3ccccc3nc2NCc2ccc3c(c2)OCO3)c1	8	-4	-6	-1	-5	4	-3	1	-11
CC1CC(C)CN(C(=S)Nc2ccc(SC(F)F)cc2)C1 (stereo not drawn)	52*	0	-1	-12	0	26	34	1.1	4
CC(=O)c1c(C)[nH]c(C(=O)NCc2ccccn2)c1C	-8	1	2	6	0	14	-9	0.94	-21
O=C(c1ccccn1)N1N=C2/C(=C/c3ccccc3)CCCC2C1c1ccccc1 (stereo not drawn)	38	-6	-5	8	-8	8	39	0.92	-16
O=C(c1ccc(F)cc1)N1CCCC(N2CCN(Cc3ccc4c(c3)OCO4)CC2)C1 (stereo not drawn)	-6	-2	2	-1	-2	14	7	1	-14
Cc1ccc(CNC(=O)c2coc(=O)c3ccccc23)o1	-7	0	-2	-1	-3	12	18	1	-1
CCN(C(=O)COC(=O)c1cccnc1)c1cccc2ccccc12	-2	-5	1	-7	1	21	7	1.1	-19
CCN(CC)C(=O)C1CCN(S(=O)(=O)c2ccc(C3CNC(=O)C3)cc2)CC1 (stereo not drawn)	1	0	-3	-11	-6	-6	4	1.1	-9
CSCCC(NC(=O)c1ccccc1)C(=O)N1CCN(C(=O)c2ccccc2)CC1 (stereo not drawn)	-2	-2	-2	-11	-4	-3	-3	1.1	8
Next part
SMILES	TIM10 inh	MIN6 prolif	A3A deaminase	mIAP inh	APOBEC3G inh	NALP3 yeast inh	tim10-1 inh	mIAP activ	hIAP block
COc1ccc2cc(CN(CCCN3CCOCC3)Cc3nnnn3C3CCCC3)c(=O)[nH]c2c1	12	1	0	12	-1	10	17	0.88	-5
CCN(C(=O)COC(=O)c1ccc(=O)n(Cc2ccccc2)n1)C1CCCCC1	12	0	3	6	-3	2	12	0.94	-6
Cc1[nH]c2ccccc2c1CN1CCN(c2ccccn2)CC1	-8	-4	-1	-4	-1	10	-2	1	4
Cc1c(N=C2N=C(NC(=O)c3ccc(F)cc3)c3ccccc32)c(=O)n(-c2ccccc2)n1C	1	-6	9	21	-12	12	17	0.79	9
COc1ccc(N2CCN(S(=O)(=O)c3ccc4c(c3)CC(C)N4C(=O)C3CC3)CC2)cc1 (stereo not drawn)	-11	-2	-2	0	1	0	0	1	-10
Cc1ccc(N(Cc2cc3ccc(C)cc3[nH]c2=O)C(=O)c2ccco2)cc1	-10	-1	8	-1	4	4	11	1	14
COc1ccc(CN2C(=O)c3ccccc3C(/C=N\OCc3ccc(C)cc3)C2=O)cc1 (stereo not drawn)	16	0	0	-3	0	21	11	1	-7
CCC(=O)NC(=S)Nc1ccc(NC(=S)NC(=O)c2ccc(C)cc2)cc1	1	-4	-3	14	-2	-15	10	0.85	7
O=C(c1cccs1)N1CCCC(c2nc3c(nnn3Cc3ccccc3)c(=O)[nH]2)C1 (stereo not drawn)	5	-4	4	4	-1	7	9	0.96	9
c1cc2c(cc1-c1[nH]ncc1CN1C[C@H]3CC[C@H]1C3)OCO2	1	-2	1	10	-2	8	-2	0.9	-9
CCOC(=O)CNC(=O)CSc1nc2nc(C)c(Br)cc2[nH]1	8	-1	-4	3	-6	6	3	0.97	14
O=c1[nH]c2ccccc2c2nc3ccccn3c12	-49	-3	1	8	-2	17	-28	0.92	10
COc1cc(/C=N/n2cnnc2)ccc1OC(=O)c1cccnc1	4	-3	2	1	-7	-10	18	0.99	5
Cn1cccc1CNC(=S)Nc1ccccc1F	10	0	-5	-12	-7	5	13	1.1	-5
Cc1cccc(NC(=O)[C@H](C)NC(=O)[C@@H]2Cc3ccccc3CN2C(=O)OC(C)(C)C)c1	19	-3	1	2	-2	-3	4	0.98	-12
O=C(NCC(=O)N1CC=C(c2ccccc2)CC1)c1ccco1	-12	8	-3	4	-12	22	-5	0.96	1
O=C(CN(Cc1ccccc1)C(=O)CCC(=O)Nc1nccs1)NCc1ccccc1	4	2	-3	3	-9	4	-5	0.97	3
CCN(Cc1nc2ccccc2c(=O)[nH]1)C(=O)COc1ccccc1-c1ccccc1	-7	-2	-8	6	-11	16	0	0.94	-2
COc1ccc(Nc2nc(C)cc(C)c2C#N)c(OC)c1	-4	0	-8	-4	-9	30	-7	1	-14
CC(C)(C)c1ccc(-n2nc(C(N)=O)c(O)cc2=O)cc1	5	-1	0	-13	-6	8	25	1.1	-13
C[n+]1cnn2c1SCC1(COC1)C2	-9	2	45*	-10	26	8	0	1.1	-14
OC(CNCc1ccc(-c2ccccc2)cc1)c1ccccc1 (stereo not drawn)	-1	-6	-11	-3	-5	11	-6	1	-12
COc1ccc(C(=O)c2c(C)c3cc(C)ccc3n2CC(O)CN2CCOCC2)cc1 (stereo not drawn)	-22	-2	-2	8	-4	20	29	0.92	-21
Cc1ccccc1C(=O)NCC(=O)NC1CC1	16	2	3	8	0	14	12	0.92	-6
COc1cccc(OC)c1C(=O)Nc1ccc(C(=O)c2ccncc2)cc1	-3	-6	0	-5	-1	12	3	1	1
Cc1csc(C(C)N(C)C(=O)CCc2nnc(CCc3ccccc3)o2)n1 (stereo not drawn)	29	-4	6	-3	0	16	16	1	-3
O=C1CN(C(=O)CN2CCCC2)C(c2ccccc2)c2cc(Br)ccc2N1 (stereo not drawn)	3	3	-2	4	-6	-7	-1	0.96	-24

Screens (PubChem BioAssay)
